# Salmonella PhoP GFP – inhibitors of PhoP regulon expression, primary screen, Salmonella Typhimurium, GFP reporter (AID 1863) | S. Typhimurium PhoP-regulated promoter GFP reporter, 4 h; higher % means a stronger effect | inhibition, % at 50 µM, or IC50 in µM where a hit was titrated | 300,000 compounds, 0.16% hits;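 active means inhibition over 29.93%, a cutoff 3 SD above the screen mean, later confirmed by dose response; inconclusive means inhibition over 29.93% but no dose response follow-up; inactive means inhibition at most 29.93% or unconfirmed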;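 further: 0% = low Mg2+ inducing control and 100% = high Mg2+ repressing control; strong numbers were not always called active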
# GPR55 LPI antagonism – GPR55 antagonists blocking LPI-driven arrestin recruitment, primary screen, imaging, U2OS, beta-arrestin-GFP, LPI agonist (AID 2013); one-dose inhibition, % at 10 µM; IC50 in µM for titrated hits; G-protein coupled receptor 55 (Homo sapiens); 290,000 compounds, 0.13% hits; U2OS GPR55 beta-arrestin-GFP translocation imaging, LPI antagonism; higher % means a stronger effect;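 active means spots per cell inhibited over 60%, with over 100 cells counted and total cytoplasm intensity under 500,000; inconclusive means wells with under 100 cells, flagged as likely toxic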;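 further: U2OS cells stably carrying GPR55 and arrestin-GFP stimulated by 5 µM LPI near EC80; imaged beta-arrestin-GFP aggregate spots per cell after agonist stimulation; plate controls were LPI-stimulated DMSO wells for no effect and DMSO wells without LPI for full effect; some results filed as inactive read as strong as hits; confirmed hits need IC50 under 10 µM and bright autofluorescent wells are also inconclusive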
# Rac1 GTP hydrolysis – MgcRacGAP GTPase-activating activity inhibitors, confirmation, biochemical, ADP Hunter fluorescence | MgcRacGAP-stimulated Rac1 GTP hydrolysis, ADP Hunter fluorescence; higher % means a stronger effect; GST-tagged Rac1 F28L mutant substrate | one-dose inhibition, % at 30 µM; IC50 in µM for titrated hits | 340,000 compounds, 0.6% hits | AID 624330, 2012;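 active means first-screen hits whose inhibition reached a set limit at any dose in the follow-up dose series; inconclusive means inhibition above the set first-screen limit but never retested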;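 further: fluorescence reports GDP produced by GAP-driven GTP hydrolysis; strong numbers were not always called active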
# HIV fusion peptide – inhibitors of HIV fusion peptide binding, primary screen, biochemical, uHTS, fluorescence dequenching (AID 1986). cell-free peptide binding, fluorescence dequenching, 30 min; higher % means a stronger effect. 290,000 compounds, 0.3% hits. inhibition, % at 20 µM; hits with a dose series show IC50 in µM; in the data active means inhibition mostly above about 52%, no sharp cut-off; inactive means mostly below about 76%; further: some results filed as inactive read as strong as hits
# Dengue-2 NS5 capping – Dengue-2 NS5 methyltransferase inhibitors, primary screen, biochemical, confirmation dose response (AID 588689). Genome polyprotein (Dengue virus type 2 (strain 16681-PDK53)). Dengue-2 NS5 methyltransferase capping enzyme assay, biochemical; higher % means a stronger effect. inhibition, % at 25 µM; hits with a dose series show IC50 in µM. 340,000 compounds, 0.3% hits; in the data active means a potency from the dose series; inconclusive means inhibition above about 29% without an active follow-up result
# Large T inhibition – SV40 large T antigen inhibitors, biochemical (AID 1903); SV40 large T antigen ATPase/helicase inhibition assay; higher % means a stronger effect; inhibition, % at 20 µM, or IC50 in µM where a hit was titrated; 310,000 compounds, 0.39% hits; in the data active means a potency from the dose series; inconclusive means inhibition mostly from about 32% at the one dose, without a potency; inactive means the rest, 99 in 100 with inhibition below about 32%; further: strong numbers were not always called active
# K1F lysis inhibition – inhibition of K1F phage lysis, E. coli UTI89, bacterial capsule biogenesis inhibitors, alamar blue (AID 488966); inhibition, % at 100 µM, or IC50 in µM where a hit was titrated; E. coli UTI89 K1F phage lysis, alamar blue, 2 h; higher % means a stronger effect; 340,000 compounds, 0.02% hits;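 active means phage lysis inhibition, versus mean bacterial control, above a set limit; inconclusive means no clear call, values can overlap the other calls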;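 further: capsule biogenesis inhibitors block K1F phage lysis so surviving cells raise fluorescence; higher fluorescence means more inhibition of phage lysis; actives were called in the ten point dose series up to 300 µM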
# GPR35 antagonists – GPR35 antagonists blocking zaprinast-driven arrestin recruitment, primary screen, imaging, U2OS, beta-arrestin-GFP, zaprinast agonist (AID 2058); G-protein coupled receptor 35 (Homo sapiens); U2OS GPR35 beta-arrestin-GFP translocation imaging, zaprinast antagonism; higher % means a stronger effect; inhibition, % at 10 µM, or IC50 in µM where a hit was titrated; 290,000 compounds, 0.052% hits;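 active means inhibition of at least 50% with at least 30 cells and total cytoplasm GFP at most 10,000,000; inconclusive means under 30 cells or total GFP of 10,000,000 plus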
# RSV antiviral HEp-2 – RSV antiviral activity via CPE protection, HEp-2 cells, primary 10 µM value included (AID 2391). 310,000 compounds, 0.13% hits. HEp-2 cells, RSV-induced CPE inhibition; higher % means a stronger effect. CPE inhibition, % at 10 µM, or IC50 in µM where a hit was titrated; in the data active means a potency from the dose series; inconclusive means CPE inhibition mostly from about 23% at the one dose, without a potency; inactive means the rest, 99 in 100 with CPE inhibition below about 21%; further: strong numbers were not always called active
# Dengue-2 NS5 capping pilot replicate – further read-out of Dengue-2 NS5 capping, marked with its call; inhibition, %; measured here: pilot screen replicate inhibition
# * marks the source's active call; other numbers are inactive results; ? = inconclusive; . = no result given; [ ] = another dose, or the depositor's remark. Hits appear at their usual frequency; about 1.5% have a hit in one of these screens.
SMILES,Salmonella PhoP GFP,GPR55 LPI antagonism,Rac1 GTP hydrolysis,HIV fusion peptide,Dengue-2 NS5 capping,Large T inhibition,K1F lysis inhibition,GPR35 antagonists,RSV antiviral HEp-2,others
NS(=O)(=O)c1ccc(N/N=C/c2cn(-c3ccccc3)nc2-c2ccccc2)c([N+](=O)[O-])c1,-2%,4%,11%,-3.2%,2%,0%,0.1%,-4%,-1.5%,
CC1C/C(=C/c2ccncc2)C(=O)/C(=C/c2ccncc2)C1 (centres undefined),5%,21%,14%,1.9%,-25%,21%,-0.1%,-10%,-2.5%,
CC(=O)N1Cc2ccccc2CC1C(=O)NCc1ccccc1F (centres undefined),-3%,4%,13%,2.2%,-4%,7%,0.2%,-11%,1.5%,
Cc1ccc(NC(=O)c2c(C)nn(-c3ccccc3)c2Cl)c(C)c1,-8%,10%,8%,-2.1%,-5%,3%,-1.2%[50 µM],24%,2.6%,
CCCCNC(=O)NC1C(NC(=O)NCCCC)N(C)C(=O)N1C (centres undefined),-3%,19%,5%,0.3%,-5%,3%,0.2%,-4%,-0.5%,
CCc1ccc(NC(=O)CC2C(=O)N(c3cccc(C)c3)C(=O)N2C2CC2)cc1 (centres undefined),6%,4%,7%,-2.4%,-3%,21%,-1.0%,26%,4.6%,
Cn1c(CNC(=O)c2ccc(Cl)cc2)nnc1SCC(=O)NC1=NCCS1,-3%,-2%,7%,-0.5%,2%,-2%,0.5%,-1%,-0.4%,
Fc1ccc(-c2cc(C(F)(F)C(F)F)[nH]n2)cc1,-3%,-10%,.,-1.2%,.,9%,.,4%,19%,
O=S(=O)(CCSc1ccc(C(F)(F)F)cn1)c1ccc(Cl)cc1,-1%,0%,12%,1.1%,-5%,7%,0.2%,10%,.,
CCOC(=O)Cc1csc(NC(=O)C(NC(=O)C2CCCCC2)C(C)C)n1 (centres undefined),2%,16%,8%,1.3%,-10%,0%,-0.2%,-7%,3.5%,
CCOC(=O)C1(Cc2cccc(F)c2)CCN(CC(O)CO)CC1 (centres undefined),-11%,2%,9%,-1.8%,1%,17%,0.0%,-6%,-0.7%,
COc1ccc(OC)c(S(=O)(=O)Nc2ccc3[nH]c(=O)[nH]c3c2)c1,-3%,4%,.,-0.2%,-3%,9%,-0.2%,-6%,1.9%,
CCC(C(=O)Nc1cc(C)nn1-c1nc(C)cc(C)n1)c1ccccc1 (centres undefined),-4%,2%,14%,-4.0%,-1%,2%,-2.0%,12%,1.4%,
CCn1c(SCC(=O)Nc2ccc3c(c2)OCCO3)nnc1-c1ccncc1,-9%,9%,3%,2.0%,4%,7%,0.5%,-1%,0.2%,
O=C(Nc1nnc(SCc2ccc(F)cc2)s1)C1CC(=O)N(c2ccc3c(c2)OCCO3)C1 (centres undefined),3%,7%,3%,2.1%,-10%,9%,0.1%,-15%,11%,
COc1ccc(C(CNC(=O)C(Cc2ccccc2)NC(N)=O)N(C)C)cc1 (centres undefined),4%,4%,5%,0.3%,-1%,19%,0.3%,-10%,-0.4%,
COc1ccc(C(=O)Nc2cccc(-c3cc4ccccc4oc3=O)c2)cc1[N+](=O)[O-],-4%,-9%,8%,6.9%,0%,-3%,1.6%[50 µM],0%,3.3%,
Cc1ccccc1CS(=O)(=O)CCC(=O)NCCN1CCN(c2cccc(Cl)c2)CC1,-2%,24%,14%,0.5%,3%,4%,2.1%[50 µM],-5%,0.4%,
COc1cccc(NC2=C(NCCO)C(=O)c3ccccc3C2=O)c1,-1%,6%,15%,-0.5%,14%,16%,2.2%,-2%,1.6%,Dengue-2 NS5 capping pilot replicate=2.4
O=C(N/N=C/c1cccc([N+](=O)[O-])c1O)C(O)(c1ccccc1)c1ccccc1,17%,-12%,7%,11%,5%,-8%,0.1%,-1%,3.0%,Dengue-2 NS5 capping pilot replicate=2.1
COc1ccc(C(=O)NC(C(=O)N2CCN(c3ccccc3O)CC2)C(C)C)cc1 (centres undefined),3%,8%,0%,-1.5%,-7%,6%,0.0%,-6%,3.0%,
CCOC(=O)c1nc2ccccc2s1,14%,15%,9%,18%,-5%,-2%,0.6%,7%,0.4%,
CCOC(=O)CN(C(=O)CSc1nnc(-c2ccc(OC)c(OC)c2)o1)c1ccccc1,-4%,0%,5%,0.9%,-5%,26%,2.0%,0%,2.9%,
O=C(O)CC1(CC(=O)Nc2ccc(C(F)(F)F)cc2)CCCC1,-8%,-8%,9%,-1.1%,-4%,6%,0.3%,-12%,1.7%,
COC(=O)c1cccc(NC(=O)CSc2nnc(COc3ccccc3)n2C)c1,8%,-4%,8%,-0.3%,1%,3%,5.6%,0%,0.2%,
CCN(CC)CCNC(=O)CCCCn1c(=S)[nH]c2c([nH]c3ccc(OC)cc32)c1=O,7%,62%,?,0.0%,6%,8.2µM*,2.8%,19%,-2.0%,
Cc1ccccc1CS(=O)(=O)c1cnc2ccccc2n1,2%,-10%,4%,-1.6%,-7%,3%,6.8%,-2%,3.0%,
CC(C)OC(=O)c1cccc(C(=O)Oc2ccc(Br)cc2)n1,2%,10%,3%,-1.0%,-7%,21%,2.1%,4%,-1.8%,
O=C(CCC(=O)OCCCC(F)(F)C(F)(F)F)NC1CCCCC1,8%,-6%,9%,1.3%,2%,7%,-0.4%,-14%,-0.4%,
Cc1ccc(OCC(=O)Nn2cnc3ccccc32)cc1,-12%,6%,5%,-1.2%,-4%,9%,0.0%,16%,-0.4%,
O=C(/C=C/c1cn(-c2ccccc2)nc1-c1cccnc1)NCCN1CCOCC1,-15%,6%,12%,-1.9%,2%,1%,0.1%,1%,0.4%,
CCN(CC)S(=O)(=O)c1ccc2c(c1)nc(CCC(=O)OCc1c(C)noc1C)n2C,1%,-6%,0%,-0.8%,-2%,0%,2.2%,6%,0.8%,
COc1ccc(N2CC(O)=C(c3nc(-c4ccc(F)cc4)cs3)C2=N)cc1Cl,5%,-2%,1%,-0.4%,1%,4%,0.1%,-6%,-1.5%,
CCN1CCN(c2ccc(S(=O)(=O)N3CCCCC3)cc2NC(=O)c2ccc(F)cc2)CC1,-14%,18%,3%,0.6%,-2%,7%,3.7%,-2%,2.4%,
CCOC(=O)c1cnc(SC)nc1Sc1ccc(Cl)cc1Cl,-13%,-1%,-6%,-1.4%,1%,3%,0.7%[50 µM],13%,1.9%,
CCCCCn1c2nc3ccccc3nc2c2c(=O)n(CC(C)C)cnc21,1%,7%,5%,-1.2%,0%,-3%,-0.6%,-8%,1.0%,
Nc1nnc(SCC(=O)OCC(=O)NC2CCCCC2)s1,4%,-1%,6%,-2.6%,-8%,2%,-0.4%,-6%,0.9%,
COc1ccc(/C(C)=N/N=C(N)N)c(OC)c1,-11%,0%,14%,-0.8%,-1%,6%,1.4%,-2%,2.2%,
COc1ccc(NS(=O)(=O)c2cccc(C(=O)N(C)Cc3cccs3)c2)cc1,8%,.,3%,.,-1%,12%,0.7%[50 µM],.,0.5%,
CCCCOc1cccc(C(=O)Nc2ccc(N3CCN(CC)CC3)cc2)c1,0%,6%,9%,0.4%,-3%,12%,11%,-11%,-1.5%,
CCN(CC)S(=O)(=O)c1cccc(C(=O)N2CCCCC2)c1,2%,14%,5%,0.1%,5%,2%,0.3%,-15%,-0.3%,
COc1ccc(N2CCN(C(=O)C3CCN(S(=O)(=O)c4ccccc4)CC3)CC2)cc1,0%,-4%,17%,-2.3%,-12%,23%,-0.7%,17%,1.5%,
Cc1ccc(Cl)cc1NC(=O)c1ccccn1,-4%,7%,3%,1.2%,-5%,2%,-0.3%,-4%,5.2%,
Cn1c(Cn2nnc3ccccc32)nnc1SCC(=O)Nc1ccc2c(c1)OCO2,-3%,13%,-3%,-2.9%,-4%,3%,0.0%,-15%,-0.2%,
Cn1cc(Br)c(C(=O)NC2C3CC4CC(C3)CC2C4)n1 (centres undefined),2%,3%,2%,0.5%,-7%,15%,0.6%,53%,-0.4%,Dengue-2 NS5 capping pilot replicate=-3.8
Cn1c(=O)c(=O)n(C)c2cc(N3CCCCC3)c(NS(=O)(=O)c3ccc(Br)cc3)cc21,6%,-10%,11%,-3.1%,13%,12%,-0.1%,11%,?,
COc1ccc(CNC(=O)CCC(=O)N2CCN(S(=O)(=O)c3ccc(Cl)cc3)CC2)cc1,-7%,2%,6%,-0.2%,-8%,4%,0.7%,7%,1.9%,
CC(=O)c1ccc(NC(=O)CSc2nc(N3CCOCC3)nc(N3CCOCC3)n2)cc1,-5%,-21%,6%,0.5%,-6%,0%,-1.5%[50 µM],2%,1.1%,
O=C(O)CC1C(=O)NCCN1CCCc1ccccc1 (centres undefined),-6%,10%,3%,-0.4%,1%,5%,-0.5%,-11%,1.3%,

# Pulled by structure from the entries so far (5):
SMILES,Salmonella PhoP GFP,GPR55 LPI antagonism,Rac1 GTP hydrolysis,HIV fusion peptide,Dengue-2 NS5 capping,Large T inhibition,K1F lysis inhibition,GPR35 antagonists,RSV antiviral HEp-2,others
COc1ccc(N2CCN(C(=O)C3CCN(S(=O)(=O)c4ccccc4)CC3)CC2)cc1,0%,-4%,17%,-2.3%,-12%,23%,-0.7%,17%,1.5%,
COc1ccc(CNC(=O)CCC(=O)N2CCN(S(=O)(=O)c3ccc(Cl)cc3)CC2)cc1,-7%,2%,6%,-0.2%,-8%,4%,0.7%,7%,1.9%,
COc1ccc(NS(=O)(=O)c2cccc(C(=O)N(C)Cc3cccs3)c2)cc1,8%,.,3%,.,-1%,12%,0.7%[50 µM],.,0.5%,
COc1ccc(/C(C)=N/N=C(N)N)c(OC)c1,-11%,0%,14%,-0.8%,-1%,6%,1.4%,-2%,2.2%,
Cn1c(=O)c(=O)n(C)c2cc(N3CCCCC3)c(NS(=O)(=O)c3ccc(Br)cc3)cc21,6%,-10%,11%,-3.1%,13%,12%,-0.1%,11%,?,

# Compound activity (PubChem)
